HT1080 IDH1KD tx: qHTS for induction of synthetic lethality in tumor cells producing 2HG: qHTS for the HT-1080-IDH1KD cell line. 360,000 compounds, 2% hits. AID 686971, 2013. HT-1080 IDH1 knockdown viability, ATP luminescence, 48 h. Potency, µM (titrated, usually from 46.1 µM), inactives show at the top dose activity, negative = toxicity, hits mostly cytotoxic;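 also: potency is read from the fitted curve at half-maximal effect; 0% = DMSO wells and -100% = cell-free medium wells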
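Viability of IDH1-knockdown HT-1080 fibrosarcoma cells was assessed by CellTiter-Glo after 48 h at 37 °C with titrated compound; concentration-effect curves were classified by fit quality and response size.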
ATXN2 expr inh: Primary qHTS for Inhibitors of ATXN expression; HEK-293 ATXN2-luciferase reporter, luminescence, 24 h; Potency, µM (titrated, usually from 57 µM), for inactives: at the highest dose activity change, negative = inhibition, hits mostly inhibitors; 360,000 compounds, 0.72% hits; AID 1745845, 2022; also: potency is read from the fitted curve at half-maximal effect; % is scaled to controls: 0 for no effect and ±100 for the full control effect; nearly all actives have a fitted effect of over 55% in size
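ATXN2-luciferase reporter cells (luciferase flanked by upstream and downstream ATXN2 gene portions) were treated 24 h at 37 °C with compounds at up to 57 uM. SteadyGlo luminescence gave expression; GF-AFC fluorescence gave viability.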
KB-V1 MDR tox: qHTS assay for MDR1-selective chemotherapeutics: Primary screen using the drug-selected MDR subline cells KB-V1; KB-V1 MDR cells viability, CellTiter-Glo, 72 h; Potency, µM (top dose mostly 46.1 µM), without a hit: at the top dose activity change, negative = cytotoxicity, hits mostly cytotoxic; 400,000 compounds, 3.4% hits; also: potency is read from the fitted curve at half-maximal effect; % is scaled to controls: 0 for no effect and ±100 for the full control effect; nearly all actives have a fitted effect of over 60% in size
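In this primary screen, KB-V1 cells overexpressing P-gp are incubated with library compounds (lowest to highest concentration) for 72 h at 37 degrees C before a luminescent ATP viability read.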
IL-1B inflam inh: qHTS for Inhibitors of Inflammasome Signaling: IL-1-beta AlphaLISA Primary Screen; THP-1 LPS/ATP IL-1B secretion, AlphaLISA, 16 h; stronger effect = lower value; activity change, % at 57.5 µM; 360,000 compounds, 4.7% hits; AID 743279, 2014; in the data active = activity change below about -50%; inconclusive = mostly about -30% to -49%; also: % is scaled to controls: 0 for no effect and ±100 for the full control effect
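Secreted IL-1B measured by AlphaLISA bead assay after 16 h compound exposure of THP-1 cells; compounds (final up to 57.5 uM) added 1 h before LPS (250 ng/mL) and ATP (1.25 mM) stimulation; lower signal means less secretion.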
HT1080-NT tox: qHTS for induction of synthetic lethality in tumor cells producing 2HG: qHTS for the HT-1080-NT fibrosarcoma cell line; 360,000 compounds, 1.6% hits; Potency, µM (doses to about 46.1 µM), for inactives: at the highest dose activity, negative = less viability, usual class: cytotoxic; AID 686970, 2013; HT-1080-NT fibrosarcoma viability, CellTiter-Glo ATP luminescence, 48 h;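 also: NT is the 2HG producing partner of a matched IDH1 knockdown line; potency is read from the fitted curve at half-maximal effect; 0% = DMSO-treated cells and -100% = media-only wells without cells; nearly all actives have a fitted effect of over 55% in size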
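Luminescent CellTiter-Glo readout after 48 hours of compound exposure at 37 degrees C defined viability of HT-1080-NT cells. Activity was normalized to DMSO wells and cell-free media wells; concentration-response curves were fitted and assigned curve classes.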
KB-3-1 cytotox: qHTS assay for MDR1-selective chemotherapeutics: Primary screen using the parental adenocarcinoma cell KB-3-1; 400,000 compounds, 1.4% hits; KB-3-1 viability, CellTiter-Glo ATP luminescence, 72 h; Potency, µM (highest dose often 46.1 µM), for the others: at the top dose activity change, negative = cytotoxic, hits mostly cytotoxic; also: potency is read from the fitted curve at half-maximal effect; % is scaled to controls: 0 for no effect and ±100 for the full control effect; nearly all actives have a fitted effect of over 60% in size
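Parental KB-3-1 adenocarcinoma cells in phenol-red-free DMEM with 10% FBS were pin-treated with compounds at several concentrations, incubated 72 h at 37 °C, and viability read by CellTiter-Glo luminescence; concentration-effect curves were fitted after normalization.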
SW480 rereplic: A quantitative high throughput screen for small molecules that induce DNA re-replication in SW480 colon adenocarcinoma cells; SW480 DNA re-replication, Hoechst DNA content imaging, 48 h; Potency, µM (doses to about 46.1 µM), inactives show top-dose re-replication activation, hits mostly activators; 340,000 compounds, 1.8% hits; AID 624297, 2012; also: potency is read from the fitted curve at half-maximal effect; % of control where 0% means no effect; nearly all actives have a fitted effect of over 55% in size
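Image-based DNA-content assay: after two days of treatment, nuclei were labelled with the DNA dye Hoechst and imaged, and hits were compounds raising the count of nuclei showing high fluorescence intensity.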
MCF10A rerep: A quantitative high throughput screen for small molecules that induce DNA re-replication in MCF 10a normal breast cells | Potency, µM (top dose mostly 46.1 µM), for inactives: top-dose activity, positive = re-replication, hits mostly activators | MCF 10A DNA re-replication, Hoechst nuclear intensity, 48 h | 350,000 compounds, 2.9% hits | AID 624296, 2012; also: potency is read from the fitted curve at half-maximal effect; % of control where 0% means no effect; nearly all actives have a fitted effect of over 50% in size
S2 tox: Viability Counterscreen for Primary qHTS for Inhibitors of ATXN expression; 400,000 compounds, 0.49% hits; Potency, µM (highest dose often 56.7 µM), most hits filed as cytotoxic; S2 cells (HEK-293 line with an ATXN2-luciferase reporter) viability, CellTiter-Fluor protease fluorescence, 24 h; AID 651635, 2014; also: potency is read from the fitted curve at half-maximal effect; nearly all actives have a fitted effect of over 40% in size
The depositor's hits bear a star; i = inactive; ? = inconclusive; · = no result given; & = joins results of further samples; [ ] = another dose, or the depositor's remark. Unless noted, calls follow the shape of the dose curve; as a rule, active = well fitted curve in the direction sought with a large enough effect; inconclusive = small, poorly fitted or top-dose-only effect, or another doubt; inactive = no such curve, though single readings can be large; an effect the other way counts as inactive or inconclusive. Random draw from the library. Share with any hit: about 11%.

SMILES | HT1080 IDH1KD tx | ATXN2 expr inh | KB-V1 MDR tox | IL-1B inflam inh | HT1080-NT tox | KB-3-1 cytotox | SW480 rereplic | MCF10A rerep | S2 tox
Cc1ccc(C)c(NC(=O)Cn2c(SCC(=O)NCc3ccccc3)nc3ccccc32)c1 | · | -22% | -8% | · | · | -5% | · | · | i
CCSc1nc2c(cnn2-c2ccccc2)c(=O)n1N | 23% | 25% | ? | · | 10% | 12% | 3% | -42%[inhibitor] | i
CS(=O)(=O)Nc1ccc(C(=O)Nc2ccc(S(=O)(=O)Nc3nccs3)cc2)cc1 | 19% | 4% | ? | 2 | -2% | 2% | -2% | -3% | i
CC(C)(C)NC(=O)c1cc([N+](=O)[O-])ccc1N1CCCCC1 | 4% | 2% | -1% | 11 | 0% | 0% | -3% | 14% | i
COc1ccc(CNC(=O)/C=C/c2cc([N+](=O)[O-])ccc2OC(F)F)cc1OC | -14% | -14% | ? | -9 | -1% | -26% | 1% | 8% | i
CC(OC(=O)CCCSc1nc2ccccc2s1)C(=O)NC(N)=O (stereo not given) | 0% | -16% | -4% | 31 | -15% | -3% | 4% | -1% | i
O=C(NCC(=O)N1CCN(Cc2c(F)cccc2Cl)CC1)c1cccc(Cl)c1 | -26% | -17% | ? | -8 | -22% | 0% | 7% | ? | i
COc1ccc2[nH]c(C)c(C(=O)CN(C)C)c2c1 | ? | 6% | -3%&0% | 12 | 0% | -1%&0% | -1% | ? | i
Cc1cccc(CCNC(=O)C2CCC(CNc3c(N4CCCC4)c(=O)c3=O)CC2)c1 (stereo not given) | 0% | -4% | 9% | -10 | 4% | 1% | -12% | 1% | i
COc1ccccc1C(c1nnnn1C(C)(C)C)N1CCN(Cc2ccccc2)CC1 (stereo not given) | -11% | -9% | -28% | ? | 1% | -8% | 13% | 8% | i

A draw from above in order of SMILES length, falling.
SMILES | HT1080 IDH1KD tx | ATXN2 expr inh | KB-V1 MDR tox | IL-1B inflam inh | HT1080-NT tox | KB-3-1 cytotox | SW480 rereplic | MCF10A rerep | S2 tox
CS(=O)(=O)Nc1ccc(C(=O)Nc2ccc(S(=O)(=O)Nc3nccs3)cc2)cc1 | 19% | 4% | ? | 2 | -2% | 2% | -2% | -3% | i
Cc1ccc(C)c(NC(=O)Cn2c(SCC(=O)NCc3ccccc3)nc3ccccc32)c1 | · | -22% | -8% | · | · | -5% | · | · | i
CC(OC(=O)CCCSc1nc2ccccc2s1)C(=O)NC(N)=O (stereo not given) | 0% | -16% | -4% | 31 | -15% | -3% | 4% | -1% | i
COc1ccc2[nH]c(C)c(C(=O)CN(C)C)c2c1 | ? | 6% | -3%&0% | 12 | 0% | -1%&0% | -1% | ? | i

(next part)
SMILES | HT1080 IDH1KD tx | ATXN2 expr inh | KB-V1 MDR tox | IL-1B inflam inh | HT1080-NT tox | KB-3-1 cytotox | SW480 rereplic | MCF10A rerep | S2 tox
Cc1ccc(-n2c(COc3ccccc3)nnc2SCC(=O)O)cc1 | -1% | · | 10% | -4 | 10% | 1% | · | · | i
CC(C)(CNC(=O)c1cccc(S(=O)(=O)Nc2ccc(SC(F)F)cc2)c1)N1CCOCC1 | -4% | -29% | ? | 36 | -7% | -10% | 5% | -7% | i
C/C(=N\OCC(=O)OCC(=O)NC(=O)c1ccc(OC(F)F)cc1)c1ccc2c(c1)OCO2 | 16% | 0% | 12% | 10 | 2% | -3% | -4% | 1% | i
COc1ccccc1CCNC(=O)Cc1c(C)c2c(O)cc(C)cc2oc1=O | · | -2% | 12% | · | · | -13% | · | · | i
FC(F)(F)c1nnc2sc(-c3ccncc3)nn12 | 15% | -1% | -9% | 22 | 6% | -3% | -3% | 0% | ?
Cc1nc2c(Br)cc(Br)cc2cc1O | ? | 2% | -20% | -2 | ? | ? | 5% | 26% | i
C=CCC(C(=O)c1ccccc1)[N+](C)(C)CC=C (stereo not given) | 4% | 6% | 15% | -14 | 17% | -2% | -16% | -3% | i
CCOC(=O)N1CCN(C(=O)CN(C)S(=O)(=O)c2ccc(F)cc2)CC1 | 5% | 27% | -9% | 1 | 0% | 6% | -3% | -1% | i
COc1ccc2cc(C(=O)N/N=C/c3sc4ccccc4c3O)ccc2c1 | ? | ? | 23µM* | 1 | ? | 13µM* | ? | ? | i
O=C(NCCc1ccccc1)c1ccc(NC(=O)C2CC2)cc1 | 18% | 49%[activator] | ? | 0 | 26% | 23% | 0%[9.22 µM] | -1% | i
C[C@@H](C(=O)Nc1ccc(OC(F)F)c(Cl)c1)N1C(=O)C2CC=CCC2C1=O (stereo not given in full) | -12% | -10% | 11% | 6 | -2% | 6% | -18% | -7% | i

A section taken from the entries so far, for reference:
SMILES | HT1080 IDH1KD tx | ATXN2 expr inh | KB-V1 MDR tox | IL-1B inflam inh | HT1080-NT tox | KB-3-1 cytotox | SW480 rereplic | MCF10A rerep | S2 tox
C=CCC(C(=O)c1ccccc1)[N+](C)(C)CC=C (stereo not given) | 4% | 6% | 15% | -14 | 17% | -2% | -16% | -3% | i
CCOC(=O)N1CCN(C(=O)CN(C)S(=O)(=O)c2ccc(F)cc2)CC1 | 5% | 27% | -9% | 1 | 0% | 6% | -3% | -1% | i
COc1ccc2cc(C(=O)N/N=C/c3sc4ccccc4c3O)ccc2c1 | ? | ? | 23µM* | 1 | ? | 13µM* | ? | ? | i
O=C(NCCc1ccccc1)c1ccc(NC(=O)C2CC2)cc1 | 18% | 49%[activator] | ? | 0 | 26% | 23% | 0%[9.22 µM] | -1% | i
C[C@@H](C(=O)Nc1ccc(OC(F)F)c(Cl)c1)N1C(=O)C2CC=CCC2C1=O (stereo not given in full) | -12% | -10% | 11% | 6 | -2% | 6% | -18% | -7% | i

Screening data deposited in PubChem BioAssay by National Center for Advancing Translational Sciences (NCATS).
